Compound activity: PubChem, Broad Institute
PAX8 reporter = inhibitors of PAX8 transcriptional activity in RMG-I cells; RMG-I TPO-luciferase reporter, SteadyGlo, 24 h; inhibition, % at 12.6 µM; 360,000 tested, 1.2% active;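 active = mean replicate inhibition at least 60% with every replicate also reaching 60%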;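 note: luciferase light reporting Pax8 driven TPO promoter activity; plate controls were median of neutral control wells for no effect and mitoxantrone controls for full effect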
PGC1a acetyl inh = PGC1a acetylation modulation, inhibitor mode. U2OS PGC1a acetylation, AlphaScreen anti-acetyl-lysine; with virally co-expressed GCN5 acetyltransferase. inhibition, % at 15.6 µM. 350,000 tested, 0.17% active;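 active = every replicate shows inhibition of at least 40%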;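 note: 0% = neutral control wells and 100% = positive control wells; some results beyond the cut were filed as inactive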
PglD inh = PglD (C. jejuni) enzyme inhibition; purified PglD enzyme, DTNB colorimetric CoA detection; inhibition, % at 12.5 µM; 360,000 tested, 0.098% active; in the data active = inhibition above about 16%, passing the limit was not always enough; note: strong numbers were not always called active
S100A4 MyoIIA = S100A4-myosin IIA interaction inhibition | S100A4/TAMRA-MyoIIA peptide fluorescence polarization | 360,000 tested, 0.14% active | P26447 | inhibition, % at 10.7 µM | AID 652163;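 active = mean inhibition of at least 70% across replicates, with every replicate also reaching that level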
Target sequence (P26447 whole entry, looked up): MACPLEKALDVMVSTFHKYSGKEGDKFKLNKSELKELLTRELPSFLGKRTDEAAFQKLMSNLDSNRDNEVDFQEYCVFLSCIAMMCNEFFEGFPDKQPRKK
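assay system = human S100A4 monomer with TAMRA-labelled myosin IIA peptide | also added = labelled myosin peptide probe, 5 nM | incubation = 5 min between mix addition and reading | control set = DMSO and TFP controls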
EWS-Fli inh = inhibitors of EWS/Fli oncoprotein transcriptional activity; A673 NR0B1-luciferase reporter, viability-normalised; inhibition, % at 12.6 µM; 350,000 tested, 0.67% active; AID 651661;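 active = mean inhibition of at least 50% after viability correction, with every replicate also passing that limit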;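 note: firefly luciferase signal divided by Alamar Blue viability fluorescence both relative to DMSO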
FN deposit inh = fibronectin deposition inhibition; 350,000 tested, 0.086% active; inhibition, % at 12.6 µM; AH1F fibroblasts, Alexa488-fibronectin deposition fluorescence, overnight; AID 743247;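 active = mean inhibition across replicates of 30% or more, regardless of how many single replicates reach that level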;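 note: positive control wells lacked labelled fibronectin entirely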
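Measured by – fluorescence 485/525 nm · System – AH1F fibroblast monolayer, labelled fibronectin deposition · Amount – 10000 cells per well · Buffer or medium – serum-reduced DMEM (2% serum) · Doses – single dose, pinned · Also added – fluorescent fibronectin at 24 nM final · Schedule – 1 h cell attachment, overnight exposure to compound and label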
LGR2 antag = Drosophila LGR2 receptor signaling inhibition. HEK293 LGR2, CRE-luciferase, bursicon-stimulated, 4 h. inhibition, % at 9.99 µM. 380,000 tested, 0.35% active. AID 720647;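 active = drop in luminescence signal, shown as inhibition above about 50% in the replicate tests, limit read from the data, passing the limit was not always enough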;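 note: agonist challenge used bursicon conditioned medium at about half maximal strength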
ERAP1 inh = ERAP1 (human) enzyme inhibition. AID 652197. inhibition, % at 10.7 µM. 340,000 tested, 0.15% active. recombinant ERAP1, Leu-AMC fluorescence, 60 min. Q9NZ08;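 active = mean replicate inhibition of at least 30%, or all replicates individually reaching that 30% level; inactive = mean below 30% and not every replicate reaching it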;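 note: 0% = neutral control wells and 100% = L-leucinethiol positive control wells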
Target sequence (Q9NZ08 whole entry, looked up): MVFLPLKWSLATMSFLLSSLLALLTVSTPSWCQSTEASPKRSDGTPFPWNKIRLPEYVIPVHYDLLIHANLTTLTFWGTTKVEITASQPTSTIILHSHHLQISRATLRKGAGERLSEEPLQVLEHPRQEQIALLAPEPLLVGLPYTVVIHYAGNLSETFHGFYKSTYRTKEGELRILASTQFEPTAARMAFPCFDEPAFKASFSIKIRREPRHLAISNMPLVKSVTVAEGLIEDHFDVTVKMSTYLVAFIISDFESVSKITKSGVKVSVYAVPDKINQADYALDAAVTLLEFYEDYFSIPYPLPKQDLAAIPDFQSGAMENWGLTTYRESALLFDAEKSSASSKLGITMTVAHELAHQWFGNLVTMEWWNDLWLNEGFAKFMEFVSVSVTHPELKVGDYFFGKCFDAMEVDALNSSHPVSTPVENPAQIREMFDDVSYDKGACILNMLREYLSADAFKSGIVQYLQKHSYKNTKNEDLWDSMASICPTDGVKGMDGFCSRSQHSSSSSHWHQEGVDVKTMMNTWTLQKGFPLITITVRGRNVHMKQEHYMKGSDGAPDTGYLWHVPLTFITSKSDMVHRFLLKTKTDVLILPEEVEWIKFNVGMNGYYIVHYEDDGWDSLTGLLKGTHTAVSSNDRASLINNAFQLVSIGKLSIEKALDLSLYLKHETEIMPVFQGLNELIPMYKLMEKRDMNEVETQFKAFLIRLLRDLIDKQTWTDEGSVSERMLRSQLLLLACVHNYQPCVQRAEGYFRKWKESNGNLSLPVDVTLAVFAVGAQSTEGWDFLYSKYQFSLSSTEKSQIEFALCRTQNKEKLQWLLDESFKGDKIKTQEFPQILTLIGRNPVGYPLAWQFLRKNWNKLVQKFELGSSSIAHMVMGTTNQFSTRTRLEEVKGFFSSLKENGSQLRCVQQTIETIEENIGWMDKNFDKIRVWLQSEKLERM
An asterisk follows results filed as active; x = no result given; & = joins results of further samples.

Fields: ERAP1 inh | FN deposit inh | PAX8 reporter | LGR2 antag | PglD inh | EWS-Fli inh | S100A4 MyoIIA | PGC1a acetyl inh
(1) C[C@@H]1CN([C@H](C)CO)C(=O)Cc2cc(NC(=O)NC3CCCCC3)ccc2O[C@@H]1CN(C)Cc1ccc(Oc2ccccc2)cc1
  4 | 5 | 7 | 17 | -2 | 8 | -42 | 2
(2) CCOc1cc(-c2cc(-c3ccc(C)cc3)nc(N)c2C#N)ccc1O
  x | 17 | 39 | x | 0 | x | x | -8
(3) COc1ccc(CNC(=O)CCN2C(=O)[C@@H]3Cc4ccccc4CN3C2=O)cc1
  6 | -49 | -4 | 8 | 4 | x | 3 | 0
(4) COc1ccc(CN(C(=O)/C=C/c2ccco2)C2CCS(=O)(=O)C2)cc1 (stereo unspecified)
  0 | 3 | 0 | -2 | x | -7 | -1 | 1
(5) CCCN(CCC)CCNc1c(N2CCN(C(=O)OCC)CC2)c(=O)c1=O
  -4 | x | x | -5 | 2 | 2 | 1 | -11
(6) CCN(CC)NC(=O)Nc1ccccc1
  5 | 1 | 14 | 15 | 7 | -8 | 3 | 4
(7) CO[C@H]1CN(C)C(=O)c2cc(NC(=O)C3CC3)ccc2OC[C@@H](C)N(C(=O)c2ccccc2F)C[C@@H]1C
  3 | -8 | -17 | -10 | 0 | -2 | 9 | -2
(8) Cc1cccc2cc(C#N)c(SCC(=O)NNC(=O)Cc3ccccc3)nc12
  x | 0 | 21 | x | 7 | x | x | 17
(9) O=C(Nc1ccc(N2CCOCC2)c(Cl)c1)c1ccc(-n2cnnc2)cc1Cl
  -6 | -2 | x | 4 | 3 | 1 | 2 | 1
(10) O=S(=O)(Nc1cc(S(=O)(=O)N2CCOCC2)ccc1O)c1ccc2c(c1)OCCCO2
  2 | x | 12 | 7 | 2 | -5 | 1 | 14
(11) O=C(COC(=O)C1CC1)Nc1ccc2[nH]c(=O)[nH]c2c1
  5 | 4 | -9 | 26 | x | 11 | -2 | 3
(12) CC(=O)N1CC[C@@H]2[C@H]1c1cc(-c3ccc(C#N)cc3)ccc1N(C)[C@@H]2CO
  -2 | 1 | 9 | -8 | 8 | 10 | 11 | -1
(13) O=C1[C@H](Oc2ccccc2)[C@@H](c2ccncc2)N1c1ccncc1
  1 | 0 | -7 | -7 | -3 | -1 | -6 | 11
(14) COc1ccc(-n2c(SCC(N)=O)nnc2-c2ccco2)cc1
  2 | -1 | 12 | -8 | -1 | 0 | 3 | -5
(15) CC(C)Oc1cc(F)ccc1-c1cc(C(=O)Nc2ccc(F)cc2)[nH]n1
  0 | -3 | -5 | -9 | 0 | -12 | -3 | -5
(16) CO[C@H](CN(C)S(=O)(=O)c1ccc(F)cc1)[C@H](C)CN(Cc1ccccc1Cl)[C@@H](C)CO
  -2 | -8 | x | -23 | -3 | 0 | 6 | -17
(17) Cc1ccc([N+](=O)[O-])cc1NC(=O)Cc1cccs1
  -7 | x | 11 | 2 | x | 12 | -4 | 0
(18) CCNS(=O)(=O)c1ccc(CCC(=O)NCc2ccccn2)cc1
  2 | -1 | -16 | 4 | -7 | -20 | -2 | 4
(19) O=S(=O)(NCC[C@H]1CC[C@H](NS(=O)(=O)c2ccccc2Cl)[C@H](CO)O1)c1ccc(Cl)cc1
  0 | x | 9 | -4 | -4 | -3 | -2 | -8
(20) CC(C)c1nnc(NC(=O)Cc2ccc(Br)cc2)s1
  9 | 3 | 11 | -5 | x | 15 | -8 | x
(21) Cn1c(COc2ccccc2O)[n+](C)c2ccccc21
  -2 | 2 | 4 | -3 | 5 | -5 | 0 | -1
(22) Cc1cc(C)n2nc(N)nc2n1
  2 | 7 | 5 | 6 | -6 | -3 | -2 | 10
(23) COC(=O)[C@@H]1[C@@H](CO)[C@@H]2Cn3c(cccc3=O)[C@@H]2N1CC1CCCCC1
  -1 | x | 2 | -22 | -1 | 6 | -8 | x
(24) NC(=O)NOCc1cccc(Cl)c1
  -3 | -3 | -11 | 4 | x | -3 | -2 | x
(25) COc1ccc(S(=O)(=O)N(C)C[C@H]2Oc3ccc(NC(=O)CCCCCC(=O)Nc4ccccc4N)cc3C(=O)N([C@@H](C)CO)C[C@H]2C)cc1
  1 | -18 | 31 | -3 | x | 10 | 11 | -2
(26) C=C(C)c1ccccc1
  3 | x | x | 12 | 6 | -2 | -16 | 1
(27) COc1ccc2c3c([nH]c2c1)[C@H](CO)N(C(=O)C1CCC1)CC31CN(S(C)(=O)=O)C1
  3 | x | x | 6 | x | 10 | -6 | 1
(28) CC(=O)N1CC2(C1)[C@H](c1ccc(-c3ccc(C#N)cc3)cc1)[C@@H](CO)N2CCC(F)(F)F
  -8 | x | x | -1 | x | 1 | -10 | x
(29) Cc1ccc(NC(=O)C2CC3CCC2C3)c(Br)c1 (stereo unspecified)
  -13 | -4 | -51 | -67 | -3 | -49 | -2 | 14
(30) Cc1[nH]c2ccccc2c1N=Nc1ccccc1F
  3 | -1 | -12 | -27 | x | -21 | -1 | -18
(31) COCCCN(C(=S)Nc1ccc(OC)cc1)C(C)c1ccncc1 (stereo unspecified)
  0 | 6 | 1 | -8 | x | -8 | -4 | -7
(32) O=C(C[C@H]1CC[C@H]2[C@@H](COC[C@H](O)CN2Cc2nccs2)O1)N1CCC(Cc2ccccc2)CC1
  x | 10 | 22 | 5 | -4 | 13 | x | 0
(33) C[C@H]1CN([C@@H](C)CO)C(=O)c2cc(NC(=O)Cc3ccccc3)ccc2O[C@H]1CN(C)S(C)(=O)=O
  8 | -6 | -9 | 10 | 3 | 2 | -1 | 6
(34) CCCn1c(CCC(=O)O)ccc1-c1ccccc1
  -7 | -13 | -2 | -15 | x | -2 | -7 | -6
(35) Cn1cc(NC(=O)Nc2ccc(C(F)(F)F)cc2)c(C(F)(F)F)n1
  -6 | -1 | -12 | -14 | -1 | -17 | -2 | -13
(36) Cc1ccc(S(=O)(=O)N[C@@H]2CC[C@H](CCNC(=O)C3CCC3)O[C@H]2CO)cc1
  -1 | x | 3 | 0 | 0 | 0 | 2 | 26
(37) O=C(NN(C(=O)C1CC1)c1nc2ccccc2s1)C1CC1
  7 | -6 | -12 | -3 | x | 11 | -16 | x
(38) C/C(CC(=O)Nc1cccc(Cl)c1Cl)=N\NC(=O)c1ccccc1C
  2 | 1 | 29 | 3 | x | -2 | -1 | -5
(39) CCCOC(=O)c1cccc(NC(=O)COc2ccc([N+](=O)[O-])cc2)c1
  2 | 1 | 0 | x | x | 33 | -2 | x
(40) C[C@@H]1CN([C@@H](C)CO)C(=O)c2cccc(NS(=O)(=O)c3ccccc3)c2O[C@@H]1CN(C)S(=O)(=O)c1cccs1
  -2 | x | x | -7 | x | 44 | 0 | -2

In a second layout: three of the compounds above
28	CC(=O)N1CC2(C1)[C@H](c1ccc(-c3ccc(C#N)cc3)cc1)[C@@H](CO)N2CCC(F)(F)F
29	Cc1ccc(NC(=O)C2CC3CCC2C3)c(Br)c1 (stereo unspecified)
30	Cc1[nH]c2ccccc2c1N=Nc1ccccc1F

assay / entry	28	29	30
ERAP1 inh	-8	-13	3
FN deposit inh	x	-4	-1
PAX8 reporter	x	-51	-12
LGR2 antag	-1	-67	-27
PglD inh	x	-3	x
EWS-Fli inh	1	-49	-21
S100A4 MyoIIA	-10	-2	-1
PGC1a acetyl inh	x	14	-18

The list goes on.
Fields: ERAP1 inh | FN deposit inh | PAX8 reporter | LGR2 antag | PglD inh | EWS-Fli inh | S100A4 MyoIIA | PGC1a acetyl inh
(41) CC1(c2ccccc2)NC(=O)N(CC(=O)NNC(=O)c2ccccc2F)C1=O (stereo unspecified)
  2 | 9 | -5 | 2 | -7 | 0 | -7 | 0
(42) OCCN(CCO)c1nc(N2CCCCC2)c2nc(N(CCO)CCO)nc(N3CCCCC3)c2n1
  -5 | 7&2 | -2 | x | 1&-2 | -13 | -3&-2 | -35
(43) C[C@@H]1CCCCO[C@@H](CN(C)Cc2ccc3c(c2)OCO3)[C@@H](C)CN([C@H](C)CO)C(=O)c2cc(NC(=O)c3ccccc3)ccc2O1
  1 | x | -32 | -3 | 0 | -14 | 8 | 4
(44) CO[C@@H]1CN(C)C(=O)c2cc(NS(C)(=O)=O)ccc2OC[C@H](C)N(CC2CCCCC2)C[C@@H]1C
  -4 | 4 | x | 7 | -2 | 9 | 8 | -7
(45) COCCNC(=O)CSc1nc2cc(OC)c(OC)cc2c(=O)n1Cc1ccco1
  x | 0 | 4 | x | 5 | x | x | 7
(46) COc1cccc(-c2ccc(C3[C@@H]4CN(C(=O)Cc5ccncc5)C[C@H]3N4)cc2)c1 (stereo partly specified)
  x | 7 | 9 | -2 | x | 9 | x | -1
(47) O=C1C(CO)C(CO)C(CO)C1CO (stereo unspecified)
  -7 | 0 | -10 | 2 | -1 | 10 | 2 | -5
(48) O=S(=O)(c1ccc2nnn(O)c2c1)N1CCOCC1
  -1 | 1 | 9 | 8 | -4 | -5 | 0 | 7
(49) CC1CCCN(C2(O)C(=O)Nc3ccc([N+](=O)[O-])cc32)C1 (stereo unspecified)
  0 | -3 | -1 | -2 | x | 16 | -5 | x
(50) CCn1cc(CNC(=O)c2cc(COc3ccc(F)cc3Cl)on2)cn1
  -3 | 5 | -8 | 29 | -2 | -3 | -1 | 0
(51) COc1cccc(-c2c(C(=O)N/N=C/c3ccc(C)s3)nnn2-c2nonc2N)c1
  1 | -6 | -4 | 2 | -2 | -23 | 4 | -7
(52) COc1ccc(C2CC2/C(C)=N/OC(=O)c2ccc(F)cc2)cc1 (stereo unspecified)
  -2 | -5 | -27 | 0 | x | -11 | -1 | -11
(53) CCc1nc(N2[C@H](C#N)[C@@H](c3ccccc3-c3ccccc3F)[C@@H]2CO)sc1C
  -2 | 13 | -2 | 3 | x | 4 | -10 | -11
(54) COc1cc(C(C(=O)NC2CCCC2)N(Cc2ccco2)C(=O)c2snc(C(N)=O)c2N)cc(OC)c1OC (stereo unspecified)
  1 | 6 | -4 | -1 | 1 | 4 | -10 | -8
(55) O=C(NCc1ccccn1)Nc1cccc(Cl)c1
  -7 | x | x | -62 | -4 | -112 | -2 | -1
(56) O=C1c2ccccc2NC(c2ccc(-c3ccccc3F)o2)N1O (stereo unspecified)
  -1 | 15 | -65 | -68 | -1 | -74 | 0 | x
(57) Cc1ncc([N+](=O)[O-])n1Cc1ccccc1F
  -1 | 0 | -7 | 6 | 0 | 33 | 0 | -6
(58) CCc1ccc(-c2cc(C(=O)NN3CCOCC3)c3ccccc3n2)s1
  5 | 6 | -13 | -27 | x | -20 | -3 | 8
(59) O=C(Nc1ccc(F)c(Cl)c1)c1cc(C2CCCN(C(=O)c3cccs3)C2)on1 (stereo unspecified)
  0 | 6 | -31 | 14 | 4 | -30 | -3 | x
(60) CCOC(=O)C1(CCOc2ccccc2)CCN(Cc2ccc(NC(C)=O)cc2)CC1
  -4 | 6 | 9 | 17 | x | 14 | 1 | -3
(61) CC(C)(C)NC(=O)COc1coc(CN2CCN(Cc3ccccc3)CC2)cc1=O
  -4 | 0 | 7 | 3 | 1 | x | -2 | x
(62) COC(=O)C[C@H]1c2ccccc2S(=O)(=O)N1C(C)C
  2 | 14 | 6 | 13 | -2 | -12 | 4 | -9
(63) COc1cccc(-c2cnc(C(O)c3cccc(OC)c3)[nH]2)c1 (stereo unspecified)
  -2 | -7 | -23 | -10 | -4 | -31 | 13 | x
(64) COc1ccc(C(=O)NCc2ccc3c(c2)OCO3)cc1S(=O)(=O)N1CCCC1
  4 | -1 | -14 | -3 | 5 | 3 | -23 | -13
(65) C=Cn1ccnc1CC(O)c1ccc(OC)cc1 (stereo unspecified)
  3 | -4 | -4 | x | -2 | -11 | 4 | -9
